Compound activity from PubChem BioAssay.
S1P1 ag-PAM = agonists and agonism potentiators of human S1P1 receptor | P21453 | S1P1 CRE-bla cells, forskolin, beta-lactamase FRET, potentiator mode; S1P1 agonist co-added at EC20, 2 nM; 100% = saturating reference agonist, 0% = basal | activation, % at 9.5 µM | 0.57% of 56,000 active;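 active means activation above a cutoff set at the mean activation of all tested compounds plus 3 SD, cut at about 54% in these data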;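 further: forskolin at 4 µM as EC80 and the EC20 agonist is SEW2871; 100% = SEW2871 at its EC100 plus forskolin at EC80; some compounds past the cut are filed as inactive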
Target sequence (P21453 whole entry, looked up): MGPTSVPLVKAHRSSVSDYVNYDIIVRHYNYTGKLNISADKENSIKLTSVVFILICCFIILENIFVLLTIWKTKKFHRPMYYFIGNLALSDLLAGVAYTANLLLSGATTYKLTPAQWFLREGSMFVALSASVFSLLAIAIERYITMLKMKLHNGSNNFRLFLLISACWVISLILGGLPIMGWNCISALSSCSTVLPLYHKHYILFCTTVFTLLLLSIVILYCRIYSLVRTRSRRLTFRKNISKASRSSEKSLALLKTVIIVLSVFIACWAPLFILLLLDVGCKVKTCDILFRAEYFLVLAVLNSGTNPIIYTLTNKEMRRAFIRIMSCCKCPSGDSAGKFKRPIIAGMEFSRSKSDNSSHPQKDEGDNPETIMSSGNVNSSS
5HT1E ag = agonists of human 5-HT1E serotonin receptor; CHO 5-HT1E Ga15 NFAT-bla reporter, FRET; 0% DMSO wells, 100% control agonist wells; activation, % at 6 µM; 0.69% of 65,000 active;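 active means activation above a set limit, the screen-wide mean activation plus 3 SD, cut at about 8.5% in these data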;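 further: 100% = positive control agonist at 1 µM giving full maximal response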
5HT1a antag = blocks the human serotonin 5-HT1a receptor. P08908. CHO 5-HT1a Ga15 NFAT-bla reporter, antagonist mode. inhibition, % at 10 µM. 0.68% of 62,000 active. AID 612;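 active means inhibition above the mean of all tested compounds plus 3 SD, cut at about 43% in these data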;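 further: receptor stimulated by 5-CT agonist at 100 nM near EC80; beta-lactamase reporter measured by ratiometric fluorescence of a cleavable substrate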
HEK293 NFkB inh = inhibitors of the PMA/ionomycin-induced NF-kB reporter in HEK293 cells. HEK-293 NF-kB luciferase reporter, luminescence. inhibition, % at 3 µM. AID 465. 0.21% of 62,000 active;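 active means inhibition above the mean of all tested compounds plus 3 SD, cut at about 40% in these data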;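 further: 0% = stimulated DMSO wells and 100% = 10 µM reference inhibitor 5653914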
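Material: HEK-293 cells with stable firefly luciferase reporter driven by four HIV NF-kB elements / Also added: PMA plus ionomycin mix as NF-kB-activating stimulus / Compound dosing: 3 µM once, 0.30% DMSO / Times: 1 h pretreatment, 16 h stimulation, 37 °C / Signal: luminescence / Evaluation: per-plate % inhibition versus controls / Benchmarks: DMSO and 10 µM reference inhibitor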
5HT1E antag = blocks the human 5-HT1E serotonin receptor. inhibition, % at 6 µM. 0.99% of 65,000 active. CHO 5-HT1E Ga15 NFAT-bla reporter, FRET, antagonist. P28566;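 active means inhibition above a set limit, the mean inhibition across every tested compound plus 3 SD, cut at about 29% in these data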;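 further: signal is the 460 over 535 nm emission ratio of beta-lactamase substrate; 0% = agonist plus DMSO wells and 100% = wells without agonist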
Jurkat viability = cytotoxic compounds reducing Jurkat cell viability | Jurkat E6.1 viability, ATP luminescence, 48 h | inhibition, % at 4 µM | 1.2% of 56,000 active | AID 463;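 active means inhibition above the mean inhibition of all tested compounds plus 3 SD, cut at about 28% in these data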
D1 mod = D1 dopamine receptor (human) allosteric modulation; B-score at 10 µM; P21728; 5.9% of 58,000 active; HEK293 D1, CRE-luciferase, dopamine EC30 potentiation; actives deviate in either direction; AID 641;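 active means luminescence count or its row- and column-corrected plate score outside the 99.7% band of the plate's sample wells, on either side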
Target sequence (P21728 whole entry, looked up): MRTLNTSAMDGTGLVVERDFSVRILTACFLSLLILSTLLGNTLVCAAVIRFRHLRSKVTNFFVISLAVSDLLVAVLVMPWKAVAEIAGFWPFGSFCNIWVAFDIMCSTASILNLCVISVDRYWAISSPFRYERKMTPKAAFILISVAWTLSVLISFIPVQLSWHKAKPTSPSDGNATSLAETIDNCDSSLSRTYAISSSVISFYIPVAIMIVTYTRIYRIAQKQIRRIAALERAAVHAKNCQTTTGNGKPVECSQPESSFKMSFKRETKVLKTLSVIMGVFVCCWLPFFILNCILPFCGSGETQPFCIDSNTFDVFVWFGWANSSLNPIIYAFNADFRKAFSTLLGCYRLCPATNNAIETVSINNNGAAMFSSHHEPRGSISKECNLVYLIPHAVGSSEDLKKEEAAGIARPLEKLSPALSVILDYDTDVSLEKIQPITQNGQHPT
S1P3 ag = activates the human S1P3 receptor; S1P3 NFAT-BLA reporter cells, agonism, FRET ratio; relative to 1 µM S1P, basal subtracted; activation, % at 4.5 µM; 0.1% of 60,000 active; AID 373;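 active means activation above the screen-wide mean plus 3 SD, cut at about 4.5% in these data, passing the limit was not always enough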; further: some compounds called inactive have numbers as strong as hits
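material = human S1P3 NFAT-BLA reporter CHO cells | schedule = 4 h compound at 37 °C, 2 h substrate at RT | measured by = fluorescent BLA substrate, ex 405 nm, em 460/535 nm ratio | controls = 1 µM S1P reference | replication = primary once, confirmation triplicate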
5HT1a ag = activates the human 5-HT1a serotonin receptor. P08908. activation, % at 10 µM. 0.56% of 65,000 active. CHO 5-HT1a Ga15 NFAT-bla reporter, FRET ratio; 0% basal, 100% maximal reference agonist. AID 567;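 active means activation above the screen-wide mean activation plus 3 SD, cut at about 19% in these data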;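 further: 0% = DMSO wells and 100% = 5-CT at EC100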
* hit, by the source's call; . = not tested or not shown. Hits appear at their usual frequency. Share with any hit: about 8.3%.

(1) Cc1ccc(-c2nnc(SCC(=O)O)n2N)cc1
(2) CCOC(=O)c1c(C)c(C(=O)NC2CCCCC2)c(C)n1CC
(3) COCc1c(C)cc(C)c(/C=N/O)c1C
(4) O=C(CSc1nc2nc[nH]c2c(=O)[nH]1)NC1CCCCC1
(5) O=C1[C@@H]2Cc3ccccc3CN2C(=O)N1c1cccc(F)c1
(6) CCN(CC)S(=O)(=O)c1ccc(NC(=O)c2cccc3c2C(=O)N(CCOC)C3)cc1
Compound,1,2,3,4,5,6
S1P1 ag-PAM,-10,4,-5,6,-13,0
5HT1E ag,0.8,-1.1,-0.3,0.2,-0.6,-0.4
5HT1a antag,-13,7,-9,1,2,1
HEK293 NFkB inh,11,20,15,13,21,0
5HT1E antag,-3,7,-7,-1,-10,14
Jurkat viability,-5,0,5,-6,4,-12
D1 mod,.,0.07,-0.029,.,-0.46,2.2
S1P3 ag,0.4,-1.4,-1.0,-1.0,-1.9,1.0
5HT1a ag,-2.9,-3.1,-2.4,2.5,-1.0,-0.9

(7) CCCCCC(=O)Nc1ccc2oc(-c3cccnc3)nc2c1
(8) CCOc1ccccc1NC(=O)C1CCN(S(=O)(=O)c2c(C)nn(C)c2C)CC1
(9) CCOCCCNCC(=O)NC1(C)C2CCC(C2)C1(C)C (stereo not drawn)
(10) CCc1nnc(NC(=O)CCN2C(=O)CCC2=O)s1
(11) COc1ccccc1N1CCSC1C(N)=O (stereo not drawn)
(12) CCOc1ccc(-c2nc(CSCC(=O)N3CCN(c4cccc(OC)c4)CC3)c(C)o2)cc1
Compound,7,8,9,10,11,12
S1P1 ag-PAM,-5,13,.,4,-21,69*
5HT1E ag,-0.8,0.0,-0.2,-0.4,-0.4,4.0
5HT1a antag,-7,-4,4,3,-10,4
HEK293 NFkB inh,5,-2,12,18,5,8
5HT1E antag,11,2,-1,3,0,18
Jurkat viability,0,-3,.,7,3,12
D1 mod,0.79,-0.54,.,-0.28,-0.52,-3.7
S1P3 ag,0.0,-0.8,.,-1.7,-0.7,-0.6
5HT1a ag,0.2,-5.2,0.1,-2.4,-2.3,-1.3

(13) CCOc1ccc2c(C)nc(NC3=NC(C)(C)C=C(C)N3)nc2c1
(14) Cc1ccn2c(-c3csc(NCc4ccco4)n3)c(C)nc2c1
(15) CC(C)Cn1c(CN2CCN(c3ccccc3F)CC2)nc2c1c(=O)[nH]c(=O)n2C
(16) COc1ccccc1CNC(=O)COC(=O)c1ccc(S(=O)(=O)N2CCCC2)cc1
(17) CC1c2[nH]c3ccccc3c2CCN1S(C)(=O)=O (stereo not drawn)
(18) CC(=O)Nc1cccc(NC(=O)c2cc(C)on2)c1
Compound,13,14,15,16,17,18
S1P1 ag-PAM,-41,.,-16,0,-9,6
5HT1E ag,1.1,-0.1,0.8,-0.9,-0.3,0.7
5HT1a antag,.,4,2,-12,6,0
HEK293 NFkB inh,.,15,6,12,15,10
5HT1E antag,-22,4,-2,11,8,-5
Jurkat viability,.,21,-1,-11,8,3
D1 mod,-2.1,-1.9,2.2,.,-0.02,0.17
S1P3 ag,1.3,-1.3,-0.8,-0.5,-1.3,-0.5
5HT1a ag,1.7,0.6,-0.8,-1.0,0.7,-1.1

(19) CC(C)NC(=O)c1ccccc1NC(=O)CCS(=O)(=O)Cc1ccccc1
(20) CCOC(=O)c1c(C)n(C)c2c(C)cc(O)c(OC(=O)CC)c12
(21) CC1=C(C(=O)N(C)CCC#N)C2(CCCCC2)OC1=O
(22) Cn1c(=O)[nH]c(=O)c2c1nc(Sc1ncccn1)n2CCCc1ccccc1
(23) O=C(CN1C(=O)COc2ccccc21)NCCCN1CCc2ccccc2C1
(24) O=C(COC(=O)Cc1cn2ccsc2n1)NCc1ccc2c(c1)OCO2
Compound,19,20,21,22,23,24
S1P1 ag-PAM,9,-15,-9,.,13,-14
5HT1E ag,-0.6,-0.2,0.0,0.0,-0.7,-1.4
5HT1a antag,-13,-12,11,3,16,-7
HEK293 NFkB inh,11,14,5,5,12,5
5HT1E antag,-4,5,-1,-12,16,4
Jurkat viability,-2,-3,-5,.,2,-2
D1 mod,.,-0.61,0.14,9.6*,-1.3,-0.0089
S1P3 ag,-0.5,-0.4,-0.2,.,-1.3,-0.5
5HT1a ag,1.1,0.3,-3.7,1.1,3.0,-2.3

(25) Clc1ccccc1-c1nc(-c2cccnc2)no1
(26) CCOc1ccccc1N1CCN(C(=O)c2c(C)noc2C)CC1
(27) Cc1nc2c(c(=O)n1CC1CCCO1)c1nc3ccccc3nc1n2Cc1ccc2c(c1)OCO2 (stereo not drawn)
(28) Cc1nc(SCC(=O)c2c[nH]c3ccccc23)n[nH]1
(29) O=c1c(-c2ccco2)[n+]([O-])c2ccccc2n1OCc1ccccn1
(30) COc1ccc(N2CCN(C(=O)c3ccc4c(=O)n(CC5CCCO5)c(=O)[nH]c4c3)CC2)cc1 (stereo not drawn)
Compound,25,26,27,28,29,30
S1P1 ag-PAM,.,-11,6,8,6,-5
5HT1E ag,0.7,-0.3,0.1,-0.7,-0.5,0.8
5HT1a antag,3,6,.,3,2,-12
HEK293 NFkB inh,-26,9,.,10,13,9
5HT1E antag,8,-7,21,13,0,-11
Jurkat viability,-5,-4,.,1,-7,7
D1 mod,-1.5*,0.25,.,-1.1,2,-0.54
S1P3 ag,-0.6,-0.1,-3.8,-0.9,-0.9,-0.8
5HT1a ag,0.7,-6.3,3.2,-0.5,-0.4,-3.5

(31) CCCCC[C@H](O)/C=C/[C@@H]1[C@@H](CCCCCCC(=O)O)[C@@H](O)C[C@H]1O
(32) CCOC(=O)c1ccc(NC(=O)NC2CC3CCC(C2)N3Cc2nnnn2C(C)(C)C)cc1 (stereo not drawn)
(33) COC(=O)c1ccc(NC(=O)CN2CCOCC2)cc1
(34) CC1N(C)c2cc(NC(=O)c3ccco3)ccc2C1(C)C (stereo not drawn)
(35) COc1ccc(-c2nc(CS(=O)CC(=O)NCc3ccc4c(c3)OCO4)c(C)o2)cc1 (stereo not drawn)
(36) COc1cccc(-n2ccnc2SCC(=O)Nc2ccccc2)c1
Compound,31,32,33,34,35,36
S1P1 ag-PAM,-14,5,-11,29,18,-11
5HT1E ag,0.2,0.8,-0.3,-0.7,-0.3,0.7
5HT1a antag,.,-3,1,6,7,2
HEK293 NFkB inh,.,11,8,-40,22,10
5HT1E antag,-2,3,1,-3,14,10
Jurkat viability,.,-6,-2,10,-2,10
D1 mod,1.8,-1.5,-0.0081,-0.68,0.12,0.27
S1P3 ag,-2.3,0.7,-1.0,-1.5,-1.6,-0.5
5HT1a ag,-1.1,-0.3,-1.3,0.0,-0.4,-3.7

(37) O=c1c2ccccc2oc2nc3n(c(=O)c12)CCCS3
(38) Cc1ccc(Sc2c(C)[nH]n(C(C)(C)C)c2=O)cc1
(39) CCn1c(=O)n(CC)c2cc(S(=O)(=O)N3CCOCC3)ccc21
(40) O=C(CSc1nc2ccccc2c(=O)n1CC1CCCO1)NCC1CCCO1 (stereo not drawn)
(41) CC(C)c1ccc(NS(=O)(=O)c2cn(C)c(=O)n(C)c2=O)cc1
(42) O=C(NC1CCCCC1)C(c1ccncc1)N(C(=O)Cn1nnc(-c2cccs2)n1)C1CCCC1 (stereo not drawn)
Compound,37,38,39,40,41,42
S1P1 ag-PAM,-25,19,0,-13,24,-10
5HT1E ag,1.1,-0.4,0.6,0.0,0.3,0.9
5HT1a antag,-2,-8,-10,-1,-11,20
HEK293 NFkB inh,-6,4,5,19,7,14
5HT1E antag,4,-4,-10,-3,-1,-6
Jurkat viability,1,6,4,0,2,1
D1 mod,0.013,0.77,1.3,0.076,-0.16,.
S1P3 ag,-2.1,-0.6,0.1,-0.2,-0.9,-0.2
5HT1a ag,-0.8,-1.1,2.3,0.2,-3.4,-2.7

(43) CCS(=O)(=O)Nc1c(C(=O)OC)[nH]c2ccccc12
(44) COC(=O)c1ccc2c(c1)N(Cc1ccccc1F)C(=O)c1ccccc1S2=O (stereo not drawn)
(45) CC(OC(=O)c1cc2sccc2n1C)C(=O)NCC1CCCO1 (stereo not drawn)
(46) O=c1c(-c2ccc3c(c2)OCCO3)c(C(F)(F)F)oc2cc(O)cc(O)c12
(47) Cc1ccc(Cn2nnc3c(=O)[nH]c(C4CCN(S(=O)(=O)c5ccccc5)CC4)nc32)cc1
(48) CCC(CCC(=O)Nc1cccc(C(=O)O)c1)C(=O)O (stereo not drawn)
Compound,43,44,45,46,47,48
S1P1 ag-PAM,-16,-18,-11,84*,-35,-16
5HT1E ag,0.1,1.6,0.4,-0.3,-0.2,-0.1
5HT1a antag,-6,17,6,.,-15,-4
HEK293 NFkB inh,17,-2,9,.,5,10
5HT1E antag,6,8,-9,0,-5,6
Jurkat viability,-2,6,0,.,-8,-8
D1 mod,-0.8,1.1,1.5,1.1,-1.2,.
S1P3 ag,-0.8,-1.9,-0.5,-3.8,0.3,-0.1
5HT1a ag,-1.3,0.1,-2.6,2.1,-2.7,-3.4

(49) CCOC(=O)c1c(N)c(C#N)nn1-c1ccccc1C(=O)OC
(50) Cc1cc(Oc2ccccc2)nc(-c2ccccc2O)n1
(51) CC(C)CCNC(=O)CN(CCN1CCOCC1)C(=O)Cn1nnc(-c2ccc(F)cc2)n1
(52) O=C(O)CCC(=O)c1cccc2ccccc12
(53) CCOc1ccc(OCC)c(S(=O)(=O)N2CCCCC2)c1
Compound,49,50,51,52,53
S1P1 ag-PAM,6,-3,.,20,1
5HT1E ag,-0.4,-0.3,0.6,-1.2,-0.6
5HT1a antag,-12,19,-5,8,14
HEK293 NFkB inh,8,3,20,18,22
5HT1E antag,-3,3,-11,1,1
Jurkat viability,5,2,.,5,6
D1 mod,-1.3,.,-1.2,0.34,-0.15
S1P3 ag,-0.1,0.8,.,-0.6,-0.9
5HT1a ag,-0.9,-1.1,-2.5,-6.2,-1.9

Filtered by structure, those above with a halogen
(5) O=C1[C@@H]2Cc3ccccc3CN2C(=O)N1c1cccc(F)c1
(15) CC(C)Cn1c(CN2CCN(c3ccccc3F)CC2)nc2c1c(=O)[nH]c(=O)n2C
(25) Clc1ccccc1-c1nc(-c2cccnc2)no1
(44) COC(=O)c1ccc2c(c1)N(Cc1ccccc1F)C(=O)c1ccccc1S2=O (stereo not drawn)
(46) O=c1c(-c2ccc3c(c2)OCCO3)c(C(F)(F)F)oc2cc(O)cc(O)c12
(51) CC(C)CCNC(=O)CN(CCN1CCOCC1)C(=O)Cn1nnc(-c2ccc(F)cc2)n1
Compound,5,15,25,44,46,51
S1P1 ag-PAM,-13,-16,.,-18,84*,.
5HT1E ag,-0.6,0.8,0.7,1.6,-0.3,0.6
5HT1a antag,2,2,3,17,.,-5
HEK293 NFkB inh,21,6,-26,-2,.,20
5HT1E antag,-10,-2,8,8,0,-11
Jurkat viability,4,-1,-5,6,.,.
D1 mod,-0.46,2.2,-1.5*,1.1,1.1,-1.2
S1P3 ag,-1.9,-0.8,-0.6,-1.9,-3.8,.
5HT1a ag,-1.0,-0.8,0.7,0.1,2.1,-2.5
